From PubChem
GLP-1R agonist: activates the human GLP-1 receptor. 380,000 compounds, 0.007% hits. P43220. HEK293 GLP-1R CRE-luciferase, luminescence, 4-6 h; cells express a hypersensitive GLP-1R form. Potency, µM (top dose mostly 45.6 µM), for the others: at the highest dose activation, usual class: activators; note: potency is the fitted concentration of half-maximal effect; % of control where 0% means no effect
Target sequence (P43220 whole entry, looked up): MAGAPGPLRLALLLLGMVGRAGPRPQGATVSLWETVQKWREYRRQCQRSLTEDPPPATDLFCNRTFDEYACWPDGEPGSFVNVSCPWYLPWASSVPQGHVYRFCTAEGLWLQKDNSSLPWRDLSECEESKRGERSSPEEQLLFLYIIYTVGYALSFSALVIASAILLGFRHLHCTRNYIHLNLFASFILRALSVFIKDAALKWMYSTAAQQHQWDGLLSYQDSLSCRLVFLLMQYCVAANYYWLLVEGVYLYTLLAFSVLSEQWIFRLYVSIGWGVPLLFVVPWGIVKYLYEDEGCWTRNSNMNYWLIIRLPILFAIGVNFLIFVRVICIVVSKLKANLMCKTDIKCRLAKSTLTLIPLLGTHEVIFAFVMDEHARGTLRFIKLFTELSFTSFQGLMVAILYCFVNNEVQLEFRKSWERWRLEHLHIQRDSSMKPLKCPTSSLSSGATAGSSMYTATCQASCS
Abeta rescue: compounds reversing amyloid beta toxicity in yeast. yeast expressing A-beta42, growth rescue, OD600, 48 h; response scale: 0% DMSO, 100% iron-clioquinol control. Potency, µM (highest dose often 46.1 µM), for inactives: at the top dose growth rescue, hits mostly activators. 410,000 compounds, 0.063% hits. AID 1347071; note: potency is the fitted concentration of half-maximal effect; nearly all actives have a fitted effect of over 55% in size
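Growth rescue measured by 600 nm absorbance after 48 h yeast culture at 30 C with compound. Values normalized between DMSO and an equimolar ferric chloride plus clioquinol control.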
aSyn rescue: alpha-synuclein toxicity inhibition in yeast | Yeast expressing alpha-synuclein, growth rescue, BacTiter-Glo, 24 h | 370,000 compounds, 0.14% hits | AID 652106 | Potency, µM (series often up to 46.1 µM), without a hit: at the top dose growth rescue (activation), actives largely listed as activators; note: potency is the fitted concentration of half-maximal effect; % of control where 0% means no effect; nearly all actives have a fitted effect of over 65% in size
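Readout is rescue of growth in alpha-synuclein-expressing yeast, so inhibitors of toxicity appear as activators. Growth after 24 hr at 30 deg C in galactose medium is quantified by luminescence.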
GLP-1R inv ag: GLP-1 receptor (human) inverse agonism; Potency, µM (titrated, usually from 38.3 µM), without a hit: at the highest dose activity change, negative = inhibition, hits mostly inhibitors; P43220; HEK293 GLP-1R CRE-luciferase, luminescence, 24 h; GLP-1R form is constitutively active; 410,000 compounds, 1.6% hits; AID 624417; note: potency is the fitted concentration of half-maximal effect; % is set by controls: 0 for no effect and ±100 for the full control effect; nearly all actives have a fitted effect of over 55% in size
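HEK293 cells stably co-expressing constitutively active GLP-1R and a cAMP-responsive luciferase reporter were seeded in DMEM with 10% Nu serum, given compounds after 12 h, and incubated 24 h at 37 deg C. Luminescence was then read.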
PTHR1 ag: agonists of human PTHR1 parathyroid hormone receptor. HEK293 GP2 PTHR1 cells, GloSensor cAMP luminescence, 1 h. Potency, µM (doses to about 115 µM), without a hit: at the highest dose activation, actives largely listed as activators. 410,000 compounds, 0.075% hits. AID 743266. Q03431; note: potency is the fitted concentration of half-maximal effect; nearly all actives have a fitted effect of over 55% in size; some results filed as inactive show a strong effect at the top dose; inactives centre near -15; many of its hits are not listed in these tables
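HEK-293-derived GP2 cells expressing PTHR1 and a GloSensor cAMP reporter, 3,000/well, plated overnight, given luciferin plus IBMX (each 0.5 mM as added) for 1 h at 37 °C, then compound for 1 h at 37 °C. Luminescence was read after 15 min at room temperature.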
pAkt inh: Akt phosphorylation inhibition. activity change, % for hits at 50 µM. 360,000 compounds, 0.32% hits. Neuro2A IGF-stimulated pAkt S473 HTRF, 20 min; stronger effect = lower value. AID 651550; in the data active = activity change below about -80%; inconclusive = mostly about -51% to -80%; note: % is set by controls: 0 for no effect and ±100 for the full control effect
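Neuro2A cells in DMEM with 0.5% FBS, overnight at 37 deg C, given compound at single 50 µM final, then IGF (6 nM final) for 20 min at 37 deg C. Lysed; phospho-Akt Ser473 by HTRF after 24 h, 665/615 ratio.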
TDP43 rescue: TDP-43 toxicity inhibition in yeast. TDP-43 expressing yeast growth rescue, BacTiter-Glo, 24 h. Potency, µM (series often up to 46.1 µM), for inactives: top-dose growth rescue (activation), most hits filed as activators. 410,000 compounds, 1.8% hits. AID 652104; note: potency is the fitted concentration of half-maximal effect; % of control where 0% means no effect; nearly all actives have a fitted effect of over 50% in size
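Cell-based yeast growth screen: TDP-43 expression induced in galactose, inoculum OD600=0.02 after raffinose pregrowth to mid-log. Read-out BacTiter-Glo luminescence at 24 hr, 30 deg C; inhibition of toxicity seen as signal increase.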
FUS suppressor: suppressors of FUS proteinopathy in yeast; Potency, µM (titrated, usually from 76.6 µM), for inactives: at the highest dose growth rescue (activation), usual class: activators; S. cerevisiae FUS-expressing, growth rescue, OD600, 24 h; AID 1347120; 390,000 compounds, 0.24% hits;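 note: potency is the fitted concentration of half-maximal effect; plate controls were DMSO vehicle for no effect and reference control for full effect; nearly all actives have a fitted effect of over 55% in size; some results filed as inactive show a strong effect at the top dose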
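Yeast expressing FUS under galactose induction, OD 0.005 in 2% galactose medium; compounds in a dilution series, 24 h at 30C. Growth rescue by absorbance at 600 nm; CP55940 positive control, DMSO negative.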
D3 antag: blocks the human D3 dopamine receptor. P35462. D3R cells, DiscoveRx beta-arrestin luminescence, antagonist mode; stronger effect = lower value. max response, negative = inhibition, %. 360,000 compounds, 2.5% hits. AID 652054; in the data active = max response below about -50%; inconclusive = no clear call, values can overlap the other calls; note: % is set by controls: 0 for no effect and ±100 for the full control effect; mostly tested at two doses, the higher about 12 µM
Target sequence (P35462 whole entry, looked up): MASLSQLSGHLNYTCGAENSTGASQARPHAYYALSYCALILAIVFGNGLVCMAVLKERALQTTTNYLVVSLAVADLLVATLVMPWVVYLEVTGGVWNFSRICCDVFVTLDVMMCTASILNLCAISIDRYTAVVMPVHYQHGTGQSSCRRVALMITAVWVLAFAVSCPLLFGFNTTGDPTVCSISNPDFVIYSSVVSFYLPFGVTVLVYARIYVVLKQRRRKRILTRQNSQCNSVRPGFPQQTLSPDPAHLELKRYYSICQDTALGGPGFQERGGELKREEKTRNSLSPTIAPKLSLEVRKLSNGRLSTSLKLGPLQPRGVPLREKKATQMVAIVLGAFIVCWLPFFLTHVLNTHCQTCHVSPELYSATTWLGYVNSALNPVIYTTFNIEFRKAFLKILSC
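Cells plated overnight at 1500 cells/well, then exposed to library compounds with dopamine controls for 90 minutes at 37 degrees C. DiscoveRx reagent added for 30–60 minutes at room temperature; luminescence read, quantitative HTS format.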
* marks the source's active call; other numbers are inactive results; i = inactive; ? = inconclusive; nt = no result given; [ ] = another dose, or the depositor's remark. Unless noted, calls come from the whole dose curve; as a rule, active = well fitted curve in the direction sought with a large enough effect; inconclusive = small, poorly fitted or top-dose-only effect, or another doubt; inactive = no such curve, though single readings can be large; an effect the other way counts as inactive or inconclusive. Only part of the results is shown; count on the stated rates, not on these rows.

Results follow in this order: Abeta rescue, GLP-1R inv ag, PTHR1 ag, aSyn rescue, GLP-1R agonist, FUS suppressor, pAkt inh, TDP43 rescue, D3 antag
- COc1ccc(OC)c(NC(=O)c2cccc(NC(=O)c3ccco3)c2)c1
  -5%, 8%, -3%, 4%, 13%, -14%, i, ?, 9
- CCOC(=O)c1c(C)n(C)c2cc(Br)c(C)cc12
  -14%, 6%, -16%[57.5 µM], 0%, 3%, -10%, i, -16%, -12
- O=C(COC(=O)c1cccc(N2C(=O)c3ccccc3C2=O)c1)Nc1ccccc1
  4%, 13%, -7%, 2%, 12%, nt, i, 14%, 1
- CC(C)Cn1c(N)c(C=O)c(=O)n(C)c1=O
  -4%, 6%, i, -1%, 5%, -4%, i, 7%, 13
- CCOC(=O)c1sc(-c2ccc(OC)cc2)cc1NC(C)=O
  4%, 15%, -22%, 6%, 1%, 20%, i, 17%, 29
- Cc1ccc(OCc2ccc(C(=O)NNC(=S)NCC3CCCO3)o2)c([N+](=O)[O-])c1 (stereo unspecified)
  8%, 7%, -14%, -4%, 10%, nt, i, 21%, 0
- COc1cc(C)nc(NS(=O)(=O)c2ccccc2Cl)n1
  25%, 4%, i, 5%, 2%, -4%, i, -12%, 24
- COc1cccc(CN(C)CC(=O)NC(=O)NCc2ccccc2)c1
  -3%, 0%, i, 7%, 0%, nt, i, -9%, 5
- Cc1ccc(CN2CCC2(C)C(=O)NC2CCc3ccccc32)cc1 (stereo unspecified)
  1%, ?, i, 2%, 10%, 19%, i, 14%, 16
- C#CCOCCOCCOCCNc1nc(N2CCOCC2)nc(N2CCN(C(=O)[C@H]([C@@H](C)CC)n3cc([C@@H](N)Cc4ccc(O)cc4)nn3)CC2)n1
  4%, 11%, -20%, -1%, 3%, 9%, i, -1%, -19
- COc1cc(NC(=O)CN2C(=O)CN(C)C2=O)c(C)cc1[N+](=O)[O-]
  -19%, -1%, i, 0%, -1%, 29%, i, 6%, -23
- Cc1nc2cccnc2n1-c1cccc(C(=O)NCCc2ccc(S(N)(=O)=O)cc2)c1
  -5%, 18%, 1%, nt, nt, 0%, nt, -1%, nt
- CCn1cc(/C=C(\NC(=O)c2ccccc2Cl)C(=O)N2CCN(C)CC2)c2ccccc21
  0%, ?, i, 0%, 2%, -6%, i, -12%, 3
- O=S(=O)(N1CCCCC1)N1CCN(CC(O)COc2ccc3cc(Br)ccc3c2)CC1 (stereo unspecified)
  3%, -19%, i, 1%, 6%, ?, i, -18%, -1
- CCCOc1ccc(Cn2c(=O)oc3ccc(C)cc32)cc1
  nt, ?, -21%, -1%, 23%, -9%, i, 23%, -4
- CCOC(=O)c1c(NC(=O)CNCCOC)sc2c1CCCC2
  9%, ?, i, 4%, 6%, -5%, i, 9%, 18
- CCN(CC)C(=O)COCc1cc(-c2ccc3c(c2)OCO3)on1
  -6%, 4%, -34%[inhibitor], -5%, -3%, -6%, i, 18%, -6
- Cc1ccc(CNC(=O)C(=O)c2cn(CC(=O)N3CCCC3)c3ccccc23)cc1
  -2%, ?, -4%, 0%, -8%, nt, i, ?, -4
- CCn1c(=O)[nH]c2cc(C(=O)Nc3cc(C)cc(C)c3)ccc2c1=O
  -7%, 16%[7.66 µM], -38%[inhibitor], 0%, 5%, -2%, i, -7%[9.22 µM], 2
- Cc1c(C(=O)N2CCN(c3ccc([N+](=O)[O-])cc3)CC2)sc2ncn(CC(=O)N3CCOCC3)c(=O)c12
  -11%, -11%, -18%, -1%, 10%, 29%, i, -22%, 0

Other structures
Results follow in this order: Abeta rescue, GLP-1R inv ag, PTHR1 ag, aSyn rescue, GLP-1R agonist, FUS suppressor, pAkt inh, TDP43 rescue, D3 antag
- CC(=O)Oc1ccc(/C=N/NC(=O)c2ccc(N(C)S(=O)(=O)c3ccccc3)cc2)cc1
  -4%, ?, -18%, 0%, 3%, 15%, i, -7%, -14
- Cn1c(=O)[nH]c(=O)c2c1nc([N+](=O)[O-])n2Cc1ccccc1
  -23%, ?, -42%[inhibitor], -1%, -5%, 4%, i, ?, -82*
- O=C(Nc1cccc(F)c1)c1coc(=O)c(Br)c1
  -23%, 54%[activator], -72%[inhibitor], -1%, 4%, 49%, i, 10%, ?
- CCOc1ccccc1NC(=O)COC(=O)CSc1ccc(Cl)cc1
  7%, 6%, i, -1%, 0%, 14%, i, -5%, -13
- COC(=O)c1c(C)oc(C)c1S(=O)(=O)N(C)C1CCCCC1
  -4%, ?, i, 4%, 8%, 8%, i, 0%, 0
- Cn1c(=O)c(-c2ccccc2[N+](=O)[O-])c(Cl)c2ccccc21
  8%, 14%, -37%[inhibitor], 10%, 18%, 7%, i, 16µM*, 6
- Cc1cc(Br)cc(C)c1OCC(=O)Nc1ccc(S(=O)(=O)Nc2ncccn2)cc1
  -7%, ?, i, nt, nt, 5%, nt, 9%, nt
- O=C(Cn1cc([N+](=O)[O-])cn1)N1CCN(Cc2ccc3c(c2)OCO3)CC1
  -8%, 4%, -18%, 0%, 10%, 5%, i, -3%, 8
- CSCCC(NC(=O)COc1ccccc1)C(=O)N(C)Cc1ccc(SC)cc1 (stereo unspecified)
  -28%, ?, -42%[inhibitor], -15%, -3%, 20%, i, ?, 4
- CC(Sc1ncnc2sccc12)C(=O)Nc1ccc(S(N)(=O)=O)cc1 (stereo unspecified)
  5%, 123%[activator], i, 2%, ?, 0%, i, -5%, -17
- CCNS(=O)(=O)c1ccc(OC)c(C(=O)NC2CCCCC2)c1
  -7%, 2%, i, 9%, 9%, 1%, i, -7%, 4
- O=C1C=CC(=O)N1CCCCCCCCCCN1C(=O)C=CC1=O
  ?, ?, -22%, -50%[inhibitor], 2%, 2%, i, ?, -100*
- O=C(NCSc1ccncn1)c1ccccc1
  1%, -3%, i, -13%, -8%, -2%, i, -12%, 19
- O=C(Oc1cccc(C(=S)N2CCOCC2)c1)c1ccc([N+](=O)[O-])cc1[N+](=O)[O-]
  -40%[inhibitor], 4%, -15%, -56%[inhibitor], -3%, -13%, i, 11µM*, -51*
- CCOC(=O)c1cc2sc(C)cc2n1CC(=O)N1CCc2ccccc21
  -9%, 2%, i, -8%, -3%, -28%, i, -7%, -17
- CN(/N=C/c1ccc(N(C)C)cc1)C1=NS(=O)(=O)c2ccccc21
  6%, 0%, i, 2%, 13%, 9%, i, 1%, -21
- CCOC(=O)[C@]12CCC=C1N(Cc1ccc(Cl)cc1Cl)C(=O)[C@H](CC(=O)N1CCCC1)C2
  ?, ?, i, 20%, 8%, ?, i, ?, 27
- CCCCNC(=S)NNC(=O)c1ccncc1
  12%, 12%, -2%, -3%, 3%, -22%, i, 7%, -14
- COc1ccc(-n2nnc3c(SCC(=O)Nc4ccccc4F)ncnc32)cc1
  -2%, 6%[0.307 µM], -16%, -2%, -10%, -11%, i, -15%, -11
- CN(C)S(=O)(=O)c1ccc(Cl)c(NC(=O)CSc2nc3ccccc3c(=O)n2CCCN2CCOCC2)c1
  -5%, 11%, i, 5%, -3%, nt, i, -7%, 11

Quoted from the listing:
CCOc1ccccc1NC(=O)COC(=O)CSc1ccc(Cl)cc1 @ D3 antag: -13
CCOC(=O)c1cc2sc(C)cc2n1CC(=O)N1CCc2ccccc21 @ aSyn rescue: -8%
CCNS(=O)(=O)c1ccc(OC)c(C(=O)NC2CCCCC2)c1 @ D3 antag: 4

Next structures:
Results follow in this order: Abeta rescue, GLP-1R inv ag, PTHR1 ag, aSyn rescue, GLP-1R agonist, FUS suppressor, pAkt inh, TDP43 rescue, D3 antag
- Cc1ccc(C(=O)C(C)OC(=O)CCS(=O)(=O)c2ccc(C)cc2)cc1 (stereo unspecified)
  -26%, 9%, 11%, 11%, -17%, nt, i, -7%, 38
- Cc1cc(C(=O)CN2C(=O)NC3(CCCc4ccccc43)C2=O)c(C)n1C (stereo unspecified)
  -2%, 2%, i, 1%, 15%, 28%, i, -5%, 19
- COc1cc(C(=O)OCC(=O)N2CCCC2)cc2c1OCCO2
  -12%, 14%, -15%, -1%, 6%, -12%, i, -6%, 13
- Brc1cccc(CNCC2CCCO2)c1 (stereo unspecified)
  12%, -2%, i, 4%, 0%, 1%, i, 6%, 7
- COc1cccc(CN(C)C(=O)C2CC(=O)N(c3ccc4c(c3)OCCO4)C2)c1 (stereo unspecified)
  -4%, 8%, i, 2%, 14%, 11%, i, ?, 17
- Cc1ccc(-c2nc(CN(Cc3c(C)nn(C)c3C)C(C)C)c(C)o2)o1
  -38%, 6%, -6%, 2%, 3%, -6%, i, -20%, -9
- N#CC1=C(S)N(c2ccc(F)cc2)C(c2ccco2)NC1=O (stereo unspecified)
  1%, -2%[7.66 µM], i, 0%, -3%, 13%, i, 7%, -4
- O=C(Nc1ccc(Cl)cc1)C1Cc2c(-c3ccc(Cl)cc3)ccnc2O1 (stereo unspecified)
  17%, ?, -15%, -4%, -2%, 9%, i, 28%, -6
- Cc1ccc(CCNC(=O)CN(c2ccc(C)cc2)S(=O)(=O)N(C)C)cc1
  -6%, -28%, i, nt, 0%, -8%, nt, ?, nt

Among those listed so far, three have fluorine:
Results follow in this order: Abeta rescue, GLP-1R inv ag, PTHR1 ag, aSyn rescue, GLP-1R agonist, FUS suppressor, pAkt inh, TDP43 rescue, D3 antag
- O=C(Nc1cccc(F)c1)c1coc(=O)c(Br)c1
  -23%, 54%[activator], -72%[inhibitor], -1%, 4%, 49%, i, 10%, ?
- COc1ccc(-n2nnc3c(SCC(=O)Nc4ccccc4F)ncnc32)cc1
  -2%, 6%[0.307 µM], -16%, -2%, -10%, -11%, i, -15%, -11
- N#CC1=C(S)N(c2ccc(F)cc2)C(c2ccco2)NC1=O (stereo unspecified)
  1%, -2%[7.66 µM], i, 0%, -3%, 13%, i, 7%, -4
